From PubChem
GSK3 alpha inh = human GSK-3 alpha kinase inhibition; ADP-Glo luminescence, 60 min; AID 2650; P49840; inhibition, % at 10 µM; actives 0.1% (n = 320,000);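 in the data active means inhibition above about 50%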;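 further: GST-tagged GSK-3 alpha with peptide substrate and 25 µM ATP; 0% = DMSO neutral wells and 100% = GW8510 positive control wells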
Target sequence (P49840 whole entry, looked up): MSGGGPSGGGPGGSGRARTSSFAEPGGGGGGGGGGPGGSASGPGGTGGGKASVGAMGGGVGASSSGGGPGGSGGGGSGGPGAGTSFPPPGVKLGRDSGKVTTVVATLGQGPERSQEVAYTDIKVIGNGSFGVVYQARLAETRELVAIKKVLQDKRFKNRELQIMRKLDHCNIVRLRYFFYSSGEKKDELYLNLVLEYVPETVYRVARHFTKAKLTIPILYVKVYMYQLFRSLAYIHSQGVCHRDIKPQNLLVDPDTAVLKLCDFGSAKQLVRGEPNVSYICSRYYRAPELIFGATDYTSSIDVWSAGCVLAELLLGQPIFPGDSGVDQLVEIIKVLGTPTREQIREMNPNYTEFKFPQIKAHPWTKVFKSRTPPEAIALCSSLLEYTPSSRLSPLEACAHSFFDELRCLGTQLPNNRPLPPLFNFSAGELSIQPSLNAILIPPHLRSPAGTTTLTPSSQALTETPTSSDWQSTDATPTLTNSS
GSK3B inh = blocks human GSK3beta kinase activity | P49841 | GST-GSK3beta kinase, ADP-Glo luminescence, 60 min; active compounds read low | activity score (negative = inhibition), % at 10 µM | actives 0.038% (n = 300,000);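 active means more than half of replicate wells score below -50%, meaning over 50% inhibition versus plate controls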;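 further: 0% = median DMSO wells and -100% = median GW8510 positive control wells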
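Test system: GST-tagged human GSK3beta kinase, cell-free; evaluation: activity score scaled between in-plate DMSO and GW8510 controls; measured by: ADP-Glo luminescence; incubation: 60 min reaction, RT; benchmarks: DMSO and 20 µM GW8510; reagent: peptide substrate plus 25 µM ATP (final); medium: Tris/MgCl2 kinase buffer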
HSF1 inhib = HSF1 inhibition; NIH3T3-HGL HSE-luciferase, MG132-induced, luminescence 8 h; active compounds read low; activity change, negative = inhibition, % at 7.5 µM (by protocol); actives 0.77% (n = 300,000);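 active means more than half of replicate wells show activity change below -50%, luminescence cut by over half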;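 further: luciferase reports HSF-1 transcriptional activity via heat shock element; 0% = median of DMSO wells and -100% = zero luminescence signal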
PolyA inh = yeast polyadenylation inhibition; S. cerevisiae SKY197-pL101 polyadenylation reporter, beta-gal luminescence; efflux-impaired pdr1/pdr3 knockout yeast; score 100 = 6 SD above DMSO; calls only at 12 µM; actives 0.02% (n = 300,000); AID 1875;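 active means lowest replicate activity score at least 50, where 100 means six control SD above control mean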;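 further: yeast exposed to compound for 9 h at 30 °C; higher score means more reporter readthrough which indicates perturbed polyadenylation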
HDAC3 inhib = inhibitors of human histone deacetylase 3; O15379; recombinant HDAC3, fluorogenic peptide/trypsin coupled, fluorescence; inhibition, % at 8.3 µM; actives 0.15% (n = 320,000); AID 2718; in the data active means inhibition above about 26%, passing the limit was not always enough
Target sequence (O15379 whole entry, looked up): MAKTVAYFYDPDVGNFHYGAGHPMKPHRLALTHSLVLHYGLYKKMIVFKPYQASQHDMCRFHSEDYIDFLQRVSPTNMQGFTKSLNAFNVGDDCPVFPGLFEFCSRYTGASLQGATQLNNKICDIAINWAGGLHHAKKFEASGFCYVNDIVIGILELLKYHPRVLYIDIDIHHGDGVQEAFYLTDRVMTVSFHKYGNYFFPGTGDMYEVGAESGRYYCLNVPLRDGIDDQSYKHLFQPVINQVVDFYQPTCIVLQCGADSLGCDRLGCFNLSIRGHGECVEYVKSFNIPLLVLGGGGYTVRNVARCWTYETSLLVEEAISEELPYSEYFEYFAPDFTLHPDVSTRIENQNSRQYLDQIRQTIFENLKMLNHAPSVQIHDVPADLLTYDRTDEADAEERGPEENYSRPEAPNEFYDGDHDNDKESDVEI
AI-2 QS mod = Vibrio harveyi AI-2 quorum sensing modulation. activity change, % at 7.5 µM. actives 0.4% (n = 300,000). Vibrio harveyi JMH597 AI-2 luminescence/OD600 ratio, 9 h; active compounds read low; strain lacks LuxN and CqsS sensors; 0 = neutral-control median; in the data active means activity change below about -75%, passing the limit was not always enough;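 further: luminescence divided by OD600 gain over 9 h not by final OD600 alone; inactives centre near 13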
HSP90 inh = inhibitors of HSP90 luciferase refolding in rabbit reticulocyte lysate; luciferase refolding luminescence, 3 h; inhibition, % at 5.6 µM; actives 0.91% (n = 290,000); AID 1789;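 active means inhibition above the screen-wide mean plus 3 SD, computed separately per campaign, cut at about 16% in these data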;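 further: 0% = DMSO wells and 100% = 60 µM geldanamycin wells; inhibitors lower the luminescence because luciferase stays unfolded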
Platelet DG rel = modulates dense granule release in human platelets. human platelet-rich plasma, SFLLRN dense granule ATP release, luminescence. inhibition, %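 (compounds screened at 7.5 µM in platelet-rich plasma)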. actives 0.22% (n = 300,000);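 active means mean replicate score, as percent of positive control, at or above 50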
Dyrk1A ADPGlo = blocks rat Dyrk1A kinase activity | actives 0.43% (n = 310,000) | AID 504441 | inhibition, % at 12.5 µM | ADP-Glo luminescence, NFATc1 peptide; in the data active means inhibition above about 50%;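 further: plate controls were vehicle with enzyme for no effect and no enzyme for full effect; many of its hits are not listed in these tables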
HSF1 activator = increases HSF-1 driven luciferase reporter signal. actives 1.7% (n = 300,000). NIH3T3-HGL HSF-1 luciferase reporter, MG132, 8 h; 100% = twice DMSO control signal. activation, % at 9 µM;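 active means mean replicate activation of at least 50% with a set share of replicates each reaching 50%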;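 further: 0% = median of the neutral control wells and 100% = twice that signal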
Numbers without * were called inactive; i = inactive; · = not tested or not shown. Some of the compounds tested, so the mix of outcomes need not match the whole.

SMILES	GSK3 alpha inh	GSK3B inh	HSF1 inhib	PolyA inh	HDAC3 inhib	AI-2 QS mod	HSP90 inh	Platelet DG rel	Dyrk1A ADPGlo	HSF1 activator
CCN(Cc1ccccc1)S(=O)(=O)c1ccc(C(=O)Nc2nnc(C)o2)cc1	4	0	-5	i	2	9	5	-21	8	0
Cc1cccc(C)c1NC(=O)C(=O)NCC1CCCN1S(=O)(=O)c1cccs1 (stereo not drawn)	-2	-2	4	i	-2	12	·	38	-7	-10
CC(C)(C)NC(=O)NC(=O)COC(=O)Cc1coc2ccc3ccccc3c12	0	1	2	i	0	17	3	4	3	13
CCOCC(=O)Nc1ccc(Br)c(C)c1	-2	-1	23	i	-9	14	0	-8	-5	44
Cc1sc(NC(=O)/C=C/c2ccc(C(C)C)cc2)c(C#N)c1C	-3	-1	-10	i	0	38	-8	-3	-1	-6
Nc1nc(-c2ccc(Oc3ccccc3)cc2)c(CC(=O)O)s1	1	-1	-8	i	8	17	2	4	-5	-4
Cc1ccc(NC(=S)NNC(=O)Cn2nc(C(F)F)cc2C(F)F)cc1	-1	0	-11	i	1	27	0	2	-5	2
O=C(CN(c1ccc(F)cc1)S(=O)(=O)c1ccccc1)NCCSC1CCCCC1	-1	2	-6	i	-1	23	-1	-7	-6	7
O=C(CN1C(=O)CC(c2ccccc2)Sc2ccccc21)NCC1CCCO1 (stereo not drawn)	1	0	3	i	1	5	1	-5	-1	-7
CC1CCN(C(=O)CN2C(=O)C(C)(C)Oc3ccc(C(=O)NC(C)C)cc32)CC1	-1	-10	-8	i	0	-7	-3	25	-4	-11
O=C(NCCCN1CCCC1=O)c1cccc(C(F)(F)F)c1	0	1	-2	i	-3	7	0	-2	-12	4
CC1=C(C(=O)OC(C)C)C(c2ccccc2)NC(=O)N1C (stereo not drawn)	6	1	14	i	-4	0	2	-3	·	47
CCCCNC(=S)NC(=O)c1ccc([N+](=O)[O-])cc1	1	-1	2	i	4	37	-2	1	0	14
CC(C)(C)OC(=O)N1CCC(CC2CC(c3ccncc3)=NO2)(C(=O)O)CC1 (stereo not drawn)	-5	4	1	i	-3	38	·	-13	-2	-12
C/C(CCc1ccccc1)=N\NC(=O)c1ccc(CN2CCOCC2)cc1	-2	3	1	i	-5	9	-3	0	-2	18
CCOc1ccc(Oc2ccccc2NC(=O)CN2C(=O)NC3(CCCC3)C2=O)cc1	0	3	-3	i	9	-5	·	-4	-12	2
O=C(NC1(C(F)(F)F)N=C(c2ccccc2)NC1=O)c1ccccc1 (stereo not drawn)	3	-1	2	i	0	17	2	0	2	-2
O=C(c1ccccc1Cl)N1N=C(c2ccc(Br)cc2)CC1c1nc2ccccc2[nH]1 (stereo not drawn)	-1	0	-2	i	1	16	-5	-2	-1	33
CCn1c(=N)c(S(=O)(=O)c2ccccc2)cc2c(=O)n3ccccc3nc21	0	0	-4	i	-15	19	2	22	·	-17
CC(C)OC(=O)c1nnc(Cc2ccc(F)cc2)o1	2	2	-6	i	-2	-2	·	-3	-1	-6
COc1ccc(Cc2nc(-c3cccc(C)c3)no2)cc1	-4	1	21	·	0	-80*	-2	0	4	33
O=C(CSc1cccc2cccnc12)OCC(=O)c1ccc(Br)cc1	-1	-5	-5	i	3	29	0	5	-2	0
Cc1ccc(N=Nc2c(O)[nH]c3ccc(F)cc23)cc1	7	-1	14	i	2	-11	0	-23	-9	21
COc1ccc(NC(=S)NC(=O)c2ccccc2)cn1	·	-3	17	i	·	-27	-2	-4	·	30
CC1=C(C(=O)NCc2ccc3c(c2)OCO3)C2(CCC(C)CC2)OC1=O (stereo not drawn)	0	6	3	i	2	3	57*	-3	10	0
O=C(CC1Sc2ccccc2NC1=O)NNC(=O)Nc1ccc(Cl)cc1 (stereo not drawn)	1	3	-3	i	0	21	-2	8	-5	15
COc1ccc(S(=O)(=O)Nc2c(C(=O)O)[nH]c3ccc(OC)cc23)cc1	35	0	-2	i	-14	10	-2	-6	9	-6
CCN(CC)C(=O)c1cc2sc3ccccc3c2s1	1	1	42	i	4	1	-3	6	17	39
Cc1sc2ncnc(SCC(=O)c3cccs3)c2c1C	-2	0	3	i	2	10	-2	1	1	13
CCC1C(=O)CC(c2ccco2)NC1c1ccco1 (stereo not drawn)	2	1	-8	i	-6	20	4	-3	8	1
CCN1CCN(S(=O)(=O)c2ccc3c(c2)NC(=O)CS3)CC1	0	0	0	i	-1	8	3	7	·	9
CCCn1c(SCC(=O)Nc2ccc(C(=O)Nc3ccccc3OC)cc2)n[nH]c1=O	0	4	·	i	7	24	-5	-3	4	·
COCCNC(=O)C(=O)N/N=C(\C)CC(=O)Nc1ccc(Cl)cc1Cl	1	1	-2	i	-2	4	-2	11	-1	-3
COc1ccc(N2CC(C(=O)OCC(=O)c3ccc(C)cc3)CC2=O)cc1 (stereo not drawn)	-1	0	0	i	-7	23	5	0	3	-11
CCCC(=O)NC1C2CC3CC(C2)CC1C3 (stereo not drawn)	-4	4	-1	i	-7	20	-2	0	0	3
Cc1nnc(NC(=O)c2ccc(C)c(S(=O)(=O)N3CCCCCC3)c2)s1	16	-12	-6	i	-1	-8	0	9	-7	8
O=C(Cn1cnc(S(=O)(=O)N2CCCCC2)c1)Nc1ccc(OC(F)(F)F)cc1	0	-4	8	i	3	25	-3	11	2	12
CC(C)c1ccc(C2/C(=C(\O)c3ccc4c(c3)OCCO4)C(=O)C(=O)N2CCN2CCOCC2)cc1 (stereo not drawn)	-1	2	-2	i	-7	28	-1	-6	2	3
O=C(CSc1nnc(-c2ccc3c(c2)OCO3)n1-c1ccccc1)c1ccccc1	-9	5	-2	i	-1	18	2	4	-3	3
COc1ccc(S(=O)(=O)Nc2ccccc2C(=O)Nc2nc(-c3ccc(F)cc3)cs2)cc1OC	·	2	-8	i	·	41	-9	3	7	-16
O=C1Cc2ccccc2C(=O)N1OCc1ccc(Cl)cc1Cl	0	3	4	i	-16	5	2	-3	1	18
O=C1C2C3C=CC(C2C(=O)N1c1cccc(O)c1)C1C2C(=O)N(c4cccc(O)c4)C(=O)C2C31 (stereo not drawn)	-2	3	-27	i	-5	23	-2	13	2	-34
C/C(=N\N1CCN(Cc2ccccc2)CC1)c1ccco1	·	2	11	i	-4	12	0	-4	-7	23
CCOC(=O)Cc1csc2nc(-c3ccccc3)nn12	-5	-2	-1	i	-1	13	3	-3	1	4
COc1ccccc1N1CCN(C(=O)CSc2nc3ccccc3c(=O)n2CC2CCCO2)CC1 (stereo not drawn)	9	1	-1	i	2	9	-3	5	-3	-1
CC(C)(C)c1nc2ccccc2c2nnc(SCC(=O)Nc3nc4ccccc4s3)n12	2	4	8	i	2	38	-2	-2	-18	10
Cc1nc(N2CCN(Cc3ccc4c(c3)OCO4)CC2)[nH]c(=O)c1C	·	2	-4	i	·	8	-3	-3	-4	-3
COc1ccc(/C=N/NC(N)=S)cc1	-2	-4	1	i	·	11	3	3	1	-8
Cc1ccc(-c2nn(-c3ccccc3)cc2C(=O)NCC2CCCO2)cc1 (stereo not drawn)	-1	-5	2	i	-1	13	·	·	10	4
[O-][N+]12CCCCC1CCCC2CO (stereo not drawn)	-2	1	-4	i	4	22	8	5	-4	1
O=C(O)C(CCCCN1C(=O)C2C3C=CC(C3)C2C1=O)N1C(=O)C2C3C=CC(C3)C2C1=O (stereo not drawn)	-3	-2	0	·	-5	0	-3	-6	4	21
O=C(CN1C(=O)c2cccnc2Oc2ccc(Cl)cc21)N1CCCCCC1	1	1	11	i	1	14	-5	11	0	28
Clc1ccccc1Sc1ccc(-c2ccccn2)s1	-1	0	3	i	-6	-36	1	-7	·	7
COc1ccc(CC(=O)Oc2ccc(Br)cc2F)cc1S(=O)(=O)N1CCOCC1	-3	3	-2	i	8	13	·	-1	7	-4
CCCN1CCC(=NNc2ccc(C(=O)O)cc2)CC1	1	-2	-41	i	-4	-29	-1	-5	·	-45
Cn1c(=O)c2c(nc3sccn32)n(C)c1=O	-1	-3	-1	i	-2	18	0	1	-3	-2
C=CCC(C)(NCc1ccccc1)c1ccccc1 (stereo not drawn)	-2	1	-2	i	3	-1	4	10	2	-13
Nc1ccc2nc(-c3cccnc3)[nH]c2c1	2	-4	-5	i	-2	7	2	2	-4	26
CS(=O)(=O)c1ccc(C(=O)OCC(=O)NC2CCS(=O)(=O)C2)cc1[N+](=O)[O-] (stereo not drawn)	0	1	-7	i	-1	9	1	-2	-3	0
CCn1cnc2cc(NC(=O)c3ccc(C)cc3)ccc21	-2	·	19	i	3	·	1	-1	6	23

Quoted at random: four entries already listed.
SMILES	GSK3 alpha inh	GSK3B inh	HSF1 inhib	PolyA inh	HDAC3 inhib	AI-2 QS mod	HSP90 inh	Platelet DG rel	Dyrk1A ADPGlo	HSF1 activator
O=C(O)C(CCCCN1C(=O)C2C3C=CC(C3)C2C1=O)N1C(=O)C2C3C=CC(C3)C2C1=O (stereo not drawn)	-3	-2	0	·	-5	0	-3	-6	4	21
CS(=O)(=O)c1ccc(C(=O)OCC(=O)NC2CCS(=O)(=O)C2)cc1[N+](=O)[O-] (stereo not drawn)	0	1	-7	i	-1	9	1	-2	-3	0
Cc1ccc(-c2nn(-c3ccccc3)cc2C(=O)NCC2CCCO2)cc1 (stereo not drawn)	-1	-5	2	i	-1	13	·	·	10	4
CCCN1CCC(=NNc2ccc(C(=O)O)cc2)CC1	1	-2	-41	i	-4	-29	-1	-5	·	-45

The list goes on.
SMILES	GSK3 alpha inh	GSK3B inh	HSF1 inhib	PolyA inh	HDAC3 inhib	AI-2 QS mod	HSP90 inh	Platelet DG rel	Dyrk1A ADPGlo	HSF1 activator
CC(C)CN(C(=O)COC(=O)c1ccccc1Sc1ccccc1C#N)C1CCS(=O)(=O)C1 (stereo not drawn)	-2	-1	2	i	1	13	-2	-10	-2	-3
COc1ccc(OCC(=O)O/N=C(\N)Cc2cccs2)cc1	-3	4	-2	i	3	-2	-2	-11	20	5
Cc1cc(C)c(NC(=O)c2sc3nc(C)[nH]c(=O)c3c2C)c(C)c1	1	-2	1	i	3	18	-1	-1	·	5
Cc1ccc(Cl)c(OCC(=O)Nc2ccc(S(=O)(=O)NC3=NCCCCC3)cc2)c1	-1	1	3	i	13	14	·	1	·	-1
COc1ccccc1C1Nc2ccccc2NC2=C1C(=O)CC(C)(C)C2 (stereo not drawn)	-1	2	-4	i	8	7	0	10	0	-5
CCOc1cc(/C=N/NC(=O)c2ccc(CN3CCOCC3)cc2)ccc1OC	3	-1	-7	i	10	12	-1	-3	4	6
COc1cc(OC)c2c(C)c(Cl)c(=O)oc2c1	0	3	-2	i	-30	22	1	6	0	12
O=C(NNC(=O)c1ccc2ccccc2c1)Nc1ccc(F)cc1	-1	1	2	i	0	6	2	-1	·	-9
CCCCN(CC)C(=O)c1ccc(Cl)cc1	-1	4	-5	i	-2	15	0	16	-10	-25
C=CCN(C(=O)c1csnn1)C(C(=O)NCc1ccc(F)cc1)c1ccccc1 (stereo not drawn)	0	0	-5	i	0	33	2	0	-9	-12
Cc1ccnc(N2CCC(C(=O)Nc3nnc(C)s3)CC2)n1	-3	-3	-3	i	7	22	4	5	5	-24
O=c1c2c([nH]c3ccccc13)CCC2	0	1	-5	i	6	7	20*	3	2	-15
O=C(CN1CCN(C(c2ccccc2)c2ccccc2)CC1)NC(=O)NCc1ccco1	-1	2	2	i	-1	5	4	-1	7	15
